High-throughput results: PubChem BioAssay, National Center for Advancing Translational Sciences (NCATS)
TR SRC2 fluor cs = alters Texas Red total fluorescence, flagging assay interference; TRb/SRC2 Texas Red total fluorescence interference; Potency, µM (highest dose often 106 µM), for the others: top-dose fluorescence change, negative = quenching; actives 0.29% (n = 280,000); active = well fitted curve in either direction with a large enough effect; inconclusive = small, poorly fitted or top-dose-only effect
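Human TRβ ligand-binding domain (0.6 uM) and Texas Red SRC2 peptide (20 nM) in Tris buffer with 1 uM T3 and 5% DMSO were incubated with pinned compound for 5 hr at ambient temperature. Total fluorescence was computed as S + 2P (555/632 nm).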
GAA spleen mod = inhibits or activates alpha-glucosidase in human spleen homogenate. Potency, µM (doses to about 79.9 µM), inactives show at the top dose activity change, negative = inhibition, most hits filed as inhibitors. P10253. actives 0.006% (n = 240,000). human spleen homogenate, 4-MU-alpha-glucoside fluorescence;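 also: 0% = enzyme with vehicle and -100% = no enzyme basal signal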
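AC50 values come from Hill-equation fits of concentration-response data, normalized to no-enzyme and full-activity controls. Enzyme source: 1 ug human spleen homogenate; 1 mM fluorogenic 4-MU glucoside, pH 5.0 citrate buffer, 37 C, 40 min.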
RECQ1 helicase = inhibitors of human RECQ1 DNA helicase; P46063; RECQ1 DNA unwinding, red fluorescence kinetic read; Potency, µM (top dose mostly 57.3 µM), inactives show at the top dose activity, negative = inhibition, hits mostly inhibitors; actives 0.54% (n = 240,000);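 also: plate controls were vehicle for no effect and no enzyme for full effect; nearly all actives have a fitted effect of over 30% in size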
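RECQ1T1 50 nM; forked duplex (20 bp + 30-nt ss tails) 200 nM, ATP 2 mM final; pH 8.0, 2 mM MgCl2, 2.5 ug/ml poly(dI-dC); 15 min compound preincubation; discontinuous kinetic read over 2 h at RT.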
L3MBTL1 block = L3MBTL1 (human) inhibition | Potency, µM (titrated, usually from 57.1 µM), for inactives: at the highest dose activity, negative = inhibition, usual class: inhibitors | actives 0.66% (n = 230,000) | AlphaScreen L3MBTL1–H3K9me1 peptide binding; also: nearly all actives have a fitted effect of over 60% in size
Target sequence (Q9Y468 whole entry, looked up): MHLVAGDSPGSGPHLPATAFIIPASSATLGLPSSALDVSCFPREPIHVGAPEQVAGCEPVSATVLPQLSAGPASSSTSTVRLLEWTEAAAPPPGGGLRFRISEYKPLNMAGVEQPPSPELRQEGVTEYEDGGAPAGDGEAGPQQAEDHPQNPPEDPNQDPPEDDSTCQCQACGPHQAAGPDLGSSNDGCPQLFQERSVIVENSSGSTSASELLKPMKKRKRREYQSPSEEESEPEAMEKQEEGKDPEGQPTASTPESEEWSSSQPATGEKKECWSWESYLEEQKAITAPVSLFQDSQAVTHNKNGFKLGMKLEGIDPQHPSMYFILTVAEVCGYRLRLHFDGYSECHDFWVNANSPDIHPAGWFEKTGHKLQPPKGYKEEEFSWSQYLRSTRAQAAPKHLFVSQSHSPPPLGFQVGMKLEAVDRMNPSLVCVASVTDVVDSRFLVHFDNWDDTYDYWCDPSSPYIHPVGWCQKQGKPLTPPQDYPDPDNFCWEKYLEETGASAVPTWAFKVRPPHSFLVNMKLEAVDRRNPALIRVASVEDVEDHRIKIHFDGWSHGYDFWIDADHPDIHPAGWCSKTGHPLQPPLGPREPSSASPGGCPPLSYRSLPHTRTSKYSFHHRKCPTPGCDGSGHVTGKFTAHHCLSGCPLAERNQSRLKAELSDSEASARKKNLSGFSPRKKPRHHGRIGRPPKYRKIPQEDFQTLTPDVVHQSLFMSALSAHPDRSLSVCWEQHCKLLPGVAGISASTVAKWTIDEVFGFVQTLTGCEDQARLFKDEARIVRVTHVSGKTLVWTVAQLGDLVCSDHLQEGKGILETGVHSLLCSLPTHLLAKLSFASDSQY
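AlphaScreen proximity signal between nickel-chelate acceptor and streptavidin donor beads (final 10 ug/mL) reports binding of 50 nM L3MBTL1 to 75 nM biotin-H3 K9me1 peptide; complex incubated with compounds 30 min at room temperature; cefsulodin titration as control.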
RGS12 GoLoco inh = blocks human Gai1 binding to RGS12 GoLoco peptide, red readout. Potency, µM (doses to about 61.6 µM), without a hit: at the top dose activity, negative = inhibition, usual class: inhibitors. P63096. actives 0.44% (n = 230,000). Gai1:RGS12 GoLoco peptide FP, rhodamine, 10 min; active = well fitted inhibition curve with a large enough effect, not every such curve was filed as active; inactive = no such curve, though single readings can be large or run the other way; also: nearly all actives have a fitted effect of over 30% in size; many of its hits are not listed in these tables
GAA inh = alpha-glucosidase (human) inhibition | purified human GAA, 4-MU-alpha-glucoside fluorescence | actives 0.005% (n = 200,000) | Potency, µM (top dose mostly 76.9 µM), without a hit: at the highest dose activity change, negative = inhibition, hits mostly inhibitors;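 also: plate controls were uninhibited enzyme wells for no effect and no-enzyme background for full effect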
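AC50 values come from Hill fits of compound titrations (up to 77 uM) against 4 nM human enzyme. Substrate 4-methylumbelliferyl-alpha-D-pyranoside at 400 uM, pH 5.0 citrate buffer, 20 min room temperature; fluorescence Ex 365/Em 440 after alkaline stop.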
GAA glycogen = alters human alpha-glucosidase cleavage of glycogen. P10253. actives 0.38% (n = 300,000). recombinant GAA, glycogen substrate, Amplex Red glucose oxidase fluorescence. Potency, µM (highest dose often 76.4 µM), without a hit: top-dose activity change, negative = inhibition, hits mostly inhibitors;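 also: 0% = full enzyme reaction and -100% = no-enzyme basal signal; the screen sought inhibitors and activators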
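Natural-substrate format: glycogen cleavage by 4 nM human enzyme, glucose read by Amplex Red coupling (Ex 573, Em 610 nm). Normalized to enzyme and no-enzyme controls.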
TRb-SRC2 inh = TRbeta-SRC2 interaction inhibition; P10828; Potency, µM (highest dose often 106 µM), without a hit: top-dose activity change, negative = inhibition, most hits filed as inhibitors; TRbeta-SRC2 peptide binding, fluorescence polarization; receptor liganded with 1 µM T3; AID 1469; actives 0.065% (n = 280,000);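 also: plate controls were bound peptide for no effect and peptide without receptor for full effect; nearly all actives have a fitted effect of over 50% in size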
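Human TRb ligand-binding domain (0.6 uM) is mixed with 20 nM Texas Red SRC2 peptide and 1 uM T3; after compound addition and 5 hr at ambient temperature, polarization is measured and normalized to unbound and bound controls.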
* hit, by the source's call; i = inactive; u = inconclusive; x = no result given; & = joins results of further samples; [ ] = dose if it differs, or a comment. Unless noted, calls follow the shape of the dose curve; as a rule, active = well fitted curve in the direction sought with a large enough effect; inconclusive = small, poorly fitted or top-dose-only effect, or another doubt; inactive = no such curve, though single readings can be large; an effect the other way counts as inactive or inconclusive. Unless noted, % is scaled to controls: 0 for no effect and ±100 for the full control effect; potency is read from the fitted curve at half-maximal effect.

Values run as follows: TR SRC2 fluor cs	GAA spleen mod	RECQ1 helicase	L3MBTL1 block	RGS12 GoLoco inh	GAA inh	GAA glycogen	TRb-SRC2 inh
Cc1nnsc1C(=O)NNS(=O)(=O)c1cc(C(F)(F)F)cc(C(F)(F)F)c1
 : -7%	7%	-7%	1%	-5%	4%	u	-3%
Cc1ccc(CNc2oc(COc3ccccc3Cl)nc2C#N)cc1
 : -2%	-2%	-7%	-8%	6%	0%	-9%	1%
O=C1CC(C(F)(F)F)=NN1
 : -1%	2%	1%	-5%	-22%	5%	6%	11%
CC(C)C(OC(=O)C1CCCO1)C(=O)NC1CCCC1 (centres undefined)
 : -7%	3%	-5%	2%	4%	-7%	7%	4%
O=C(NCCCn1ccnc1)C(=O)NCc1ccccc1
 : -2%	1%	-1%	4%	6%	4%	9%	4%
Cc1ccc(N(C(=O)c2snc(C(N)=O)c2N)C(C(=O)NCCC(C)C)c2ccco2)cc1 (centres undefined)
 : -3%	13%	-4%	x	8%	-6%	-1%	0%
O=S(=O)(c1cccc(-c2csc(-c3ccccc3)n2)c1)N1CCOCC1
 : 5%	-1%	-20%	10%	-5%	-4%	-12%	-6%
COC(=O)C(C)SC1=N/C(=C/c2ccc(-n3cncn3)cc2)C(=O)N1 (centres undefined)
 : -3%	0%	-12%	x	13%	x	-7%	-5%
CC(=O)Nc1ccc(S(=O)(=O)Nc2ccc(N3CCOCC3)c(F)c2)cc1
 : -2%	3%	-13%	-4%	7%	-6%	0%	-17%
O=C(c1cncc(Br)c1)N1CCN(c2ccc([N+](=O)[O-])cc2)CC1
 : -1%	0%	-2%	-4%	10%	6%	7%	1%
CCc1[nH]nc2c1C(C1C=CCCC1)C(C#N)=C(N)O2 (centres undefined)
 : 0%	-3%	i	-8%	14%	2%	-10%	7%
CCc1cc2c(NC(Cc3c[nH]c4ccccc34)C(=O)O)nc(C)nc2s1 (centres undefined)
 : -17%	-3%	-15%	-1%	-3%	-1%	-3%	9%
Cc1ccc(S(=O)(=O)N2CCCC(c3nnc4n3-c3ccccc3SC4)C2)cc1 (centres undefined)
 : 3%	2%	-7%	0%	1%	-3%	-12%	5%
Cc1ccc(N=C2NC(=O)c3cccc([N+](=O)[O-])c32)cc1
 : -1%	-6%	15%	-4%	0%	-11%	-3%	-8%
Cn1cc(-c2cccc(Cl)c2)cc(C#N)c1=O
 : 0%	10%	-3%	16%	12%	u	8%	-3%
Nc1cc(-c2ccccc2)nn1Cc1ccc(Cl)cc1
 : 0%	-9%	-2%	-10%	8%	-10%	-6%	0%
O=S(=O)(c1ccc(N2CCCCCC2)nc1)N1CCCC1
 : 0%	3%	-1%	3%	0%	0%	-14%	2%
O=C(CSCc1ccccc1)Nc1cccc(C(=O)Nc2ccccc2C(=O)O)c1
 : 0%	-13%	-4%	5%	-2%	-2%	-1%	3%
COc1ccc(C(=O)N2CC3(CC(c4cccc(NC(=O)CC(c5ccccc5)c5ccccc5)c4)=NO3)C[C@H]2C(N)=O)cc1 (some centres undefined)
 : 0%	-10%	-11%	x	-3%	x	-7%	2%
COc1ccccc1C(=O)N1CCN(CCc2ccccc2)CC1
 : -7%	-8%	i	-1%	-4%	u	2%	3%

3 records drawn at random from the list so far, as already listed:
Values run as follows: TR SRC2 fluor cs	GAA spleen mod	RECQ1 helicase	L3MBTL1 block	RGS12 GoLoco inh	GAA inh	GAA glycogen	TRb-SRC2 inh
O=C(NCCCn1ccnc1)C(=O)NCc1ccccc1
 : -2%	1%	-1%	4%	6%	4%	9%	4%
CC(C)C(OC(=O)C1CCCO1)C(=O)NC1CCCC1 (centres undefined)
 : -7%	3%	-5%	2%	4%	-7%	7%	4%
COc1ccccc1C(=O)N1CCN(CCc2ccccc2)CC1
 : -7%	-8%	i	-1%	-4%	u	2%	3%

Sorted by length of the SMILES (high to low): 3 of the compounds above.
Values run as follows: TR SRC2 fluor cs	GAA spleen mod	RECQ1 helicase	L3MBTL1 block	RGS12 GoLoco inh	GAA inh	GAA glycogen	TRb-SRC2 inh
CCc1cc2c(NC(Cc3c[nH]c4ccccc34)C(=O)O)nc(C)nc2s1 (centres undefined)
 : -17%	-3%	-15%	-1%	-3%	-1%	-3%	9%
O=S(=O)(c1cccc(-c2csc(-c3ccccc3)n2)c1)N1CCOCC1
 : 5%	-1%	-20%	10%	-5%	-4%	-12%	-6%
O=C(NCCCn1ccnc1)C(=O)NCc1ccccc1
 : -2%	1%	-1%	4%	6%	4%	9%	4%

Further results
Values run as follows: TR SRC2 fluor cs	GAA spleen mod	RECQ1 helicase	L3MBTL1 block	RGS12 GoLoco inh	GAA inh	GAA glycogen	TRb-SRC2 inh
COC(=O)C(CC(C)C)NC(=O)CSc1nc(-c2ccccc2)c(C#N)c(=O)[nH]1 (centres undefined)
 : 0%	-2%	15%	14%	0%	-2%	0%	2%
CCOc1ccccc1C(=O)NC1CC2CCCC(C1)N2Cc1nnnn1Cc1ccco1 (centres undefined)
 : 0%	-3%	-3%	-7%	8%	6%	-5%	4%
CC(=O)NC(CC(=O)N(C)Cc1c(F)cccc1Cl)c1ccccc1 (centres undefined)
 : 2%	-2%	i	6%	5%	-4%	14%	0%
Cc1ccsc1C(=O)OC1CCOC1=O (centres undefined)
 : -2%	2%	-2%	x	11%	9%	6%	-14%
Cn1cc([N+](=O)[O-])c(C(=O)Nc2ccc(-c3nc4ccccc4o3)cc2)n1
 : u	1%	7%	x	-2%	x	6%	-5%
CC(C)(C)CN1C(=O)C(=O)NC[C@H]1Cc1cccc2ccccc12
 : -1%	-6%	5%	x	1%	x	2%	-4%
NC(=O)c1ccc(NC(=O)c2ccc3c(c2)OCO3)cc1
 : -2%	1%	-11%	x	2%	1%	10%	0%
O=C(NCCN1CCOCC1)c1noc2c1CCc1ccccc1-2
 : 4%	3%	-4%	x	13%	0%	4%	-20%
CC[C@@H](C)[C@@H](CO[C@@H](Cc1ccccc1)C(=O)N[C@@H](CCS(C)(=O)=O)C(=O)OC(C)C)NC[C@@H](N)CS
 : -7%&-1%	1%&3%	-20%&-10%	x	-26%	x	x	-3%&5%
CC(C)(C)OC(=O)N1CCC[C@@H]1C(=O)N1CCC(C(=O)O)CC1
 : 0%	2%	i	6%	-3%	-1%	3%	-11%
CCOc1cc(/C=C(\C#N)C(=O)NCC2CCCO2)ccc1O (centres undefined)
 : u	-7%	-12%	6%	-7%	u	6%[76.3 µM]	-5%&-10%
CC(C)c1ccccc1OCCNC(=S)NC(=O)c1cccnc1
 : 3%	6%	-19%	-5%	19%	u	-4%	10%
COc1ccc(Nc2nc3ccccc3nc2NS(=O)(=O)c2cccs2)cc1
 : -8%	-1%	i	-2%	2%	2%	10%	5%
O=C(c1cccc(Cl)c1)N(Cc1cccs1)C1CCS(=O)(=O)C1 (centres undefined)
 : -8%	-6%	-1%	-3%	-4%	-1%	8%	-3%
Cc1cc2nc(SC(C)C(=O)O)[nH]c2cc1C (centres undefined)
 : -1%	1%	-4%	2%	-11%	2%	-2%	5%
CC(=O)Nc1ccc(NC(=O)c2ccccc2Sc2ccc([N+](=O)[O-])cc2Cl)cc1
 : -19%	4%	-2%	-6%	2%	-8%	-6%	5%
O=C(CN1C(=O)C2CC=CCC2C1=O)NC1CCCc2ccccc21 (centres undefined)
 : 1%	1%	-7%	x	-10%	-13%	4%	-8%
C#CCOCCOCCOCCNc1nc(N2CCN(C(=O)Cn3cc(CCO)nn3)CC2)nc(N2CCN(C(=O)[C@H](C(C)C)n3cc(CCO)nn3)CC2)n1
 : -2%	-3%	i	8%	0%	4%	7%	-8%
N#CCC(=O)N1CCn2c1nc1ccccc12
 : -2%	-2%	-7%	-6%	14%	-2%	3%	1%
NS(=O)(=O)c1ccc(NC(=O)CN2C(=O)CCC2=O)cc1
 : -3%	2%	-7%	x	2%	x	3%	-4%
CN1c2ccsc2/C(=N/Nc2ccc(F)cc2)CS1(=O)=O
 : 0%	5%	-26%	-18%	8%	-6%	u	-1%
CCOc1c(Br)cc(CNCc2cccs2)cc1OC
 : 3%	5%	-3%	12%	5%	-3%	-1%	-5%
CCc1ccc(NC(=S)Nn2cnnc2)cc1
 : -2%	7%	-1%	13%	-12%	5%	-8%	-7%
O=C1C2C3CCC(C3)C2C(=O)N1CNc1ccccc1 (centres undefined)
 : -2%	2%	-6%	2%	9%	6%	-4%	-8%
COc1cc2[nH]c(=S)n(NC(=O)CC(C)C)c(=O)c2cc1OC
 : -2%	-4%	-8%	x	-6%	0%	-3%	-7%
CCO[C@@H]1OC(C(=O)N2CCCCCCC2)=C[C@H](c2ccc(C(F)(F)F)cc2)[C@H]1CCCO
 : -2%	-7%	-9%	12%	7%	x	7%	-3%
CCOC(=O)C1CCCN(CC(=O)Nc2cccc(C(C)=O)c2)C1 (centres undefined)
 : -4%	4%	-3%	-1%	-14%	-2%	-13%	-5%
CC(=O)NC(Cc1ccccc1)C(C)=O (centres undefined)
 : 0%	-1%	-10%	x	1%	2%	-4%	3%
c1ccc(C2[C@H]3CN(CC4CCCCC4)[C@H](c4ccccc4)C34CC2(c2cccnc2)C4)cc1 (some centres undefined)
 : 1%&-2%	1%&0%	0%&-8%	x	4%&7%	x	-1%	-1%&3%
Clc1ccc(NC2=NCCC2)cc1Cl
 : -2%	2%	10%	2%	-5%	-7%	3%	2%
O=C(CNC(=O)c1ccccc1)NCC(=O)OCC(=O)c1ccccc1
 : -1%	0%	i	-3%	-11%	0%	-6%	2%
CC(=O)N1CCCc2cc(S(=O)(=O)N3CCC(C)CC3)ccc21
 : 0%	-6%	-5%	6%	2%	-5%	2%	-6%
CCOc1ccc(-n2c(COc3ccccc3)nnc2SCC(N)=O)cc1
 : 1%	0%	i	3%	-1%	-13%	-6%	6%
CCC(C)(C)NC(=O)C1CCN(S(=O)(=O)c2cccs2)CC1
 : -1%	x	-7%	-70%	-4%	-4%	2%	-1%
Cc1ccc(SCc2cc(=O)[nH]c(/N=C(\N)Nc3ccc(C)c(C)c3)n2)cc1
 : 1%	-4%	-2%	2%	3%	2%	0%	4%
COC(=O)N1CC=CC1(C)C(=O)NCc1cc(F)cc(C(F)(F)F)c1 (centres undefined)
 : 0%&2%	2%&3%	-7%	4%	0%&3%	1%	6%	-2%&2%

These rows are one share of the data, so the mix of outcomes need not match the whole.
